IL-2 act: qHTS of IL-2 Activators. IL-2 activation reporter assay, cell-based qHTS; stimulated with anti-CD3/CD4/CD28 beads; in transgenic mouse T cells. activation, % (series mostly up to about 46 µM). actives 0.065% (n = 360,000). AID 652025, 2013; in the data active = activation above about 50%; inconclusive = mostly about 30% to 49%; also: 0% is about no effect
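Screening format: compound pinned onto unstimulated transgenic mouse T cells, 60 min incubation, then anti-CD3/anti-CD4/anti-CD28 bead stimulation for 18 hours at 37 degrees C, followed by EGFP and DsRed detection.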
PI5P4Ka inh: qHTS for Inhibitors of phosphatidylinositol 5-phosphate 4-kinase (PI5P4K); Phosphatidylinositol 5-phosphate 4-kinase type-2 alpha (Homo sapiens), P48426; PI5P4Kalpha enzyme, ADP-Glo luminescence, 60 min; active compounds read low; max response, %; actives 1.2% (n = 330,000); active = max response of -50% or lower; inconclusive = between -30% and -50%; inactive = -30% or higher; also: value at the top dose of about 77 µM; % is scaled to controls: 0 for no effect and ±100 for the full control effect
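Single end-point luminescence (ADP-Glo) quantified ADP from PI5P4Kalpha turnover; ATP 5 microM final, 1 h at RT, 0.1% CHAPS and 0.28 mM EGTA in HEPES pH 7.4.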
PLK1 PBD inh: qHTS for Inhibitors of PLK1-PDB (polo-like kinase 1 - polo-box domain): Primary Screen. Potency, µM, for the others: max response, negative = inhibition, hits mostly inhibitors. actives 2.8% (n = 360,000). Plk1 PBD binding of FITC phosphopeptide, fluorescence polarization. AID 720504, 2013; also: potency is read from the fitted curve at half-maximal effect; series mostly up to about 57 µM; % is scaled to controls: 0 for no effect and ±100 for the full control effect; nearly all actives have a fitted effect of over 65% in size
EPAC1 ag: qHTS for Agonist of cAMP-regulated guanine nucleotide exchange factor 3 (EPAC1): primary screen; EPAC1 agonist qHTS, biochemical assay; response scale: 100% = response to 6.5 mM cAMP; Potency, µM (top dose mostly 154 µM), inactives show at the highest dose activation, hits mostly activators; actives 0.073% (n = 360,000); also: potency is read from the fitted curve at half-maximal effect; nearly all actives have a fitted effect of over 60% in size
Target sequence (O95398 whole entry, looked up): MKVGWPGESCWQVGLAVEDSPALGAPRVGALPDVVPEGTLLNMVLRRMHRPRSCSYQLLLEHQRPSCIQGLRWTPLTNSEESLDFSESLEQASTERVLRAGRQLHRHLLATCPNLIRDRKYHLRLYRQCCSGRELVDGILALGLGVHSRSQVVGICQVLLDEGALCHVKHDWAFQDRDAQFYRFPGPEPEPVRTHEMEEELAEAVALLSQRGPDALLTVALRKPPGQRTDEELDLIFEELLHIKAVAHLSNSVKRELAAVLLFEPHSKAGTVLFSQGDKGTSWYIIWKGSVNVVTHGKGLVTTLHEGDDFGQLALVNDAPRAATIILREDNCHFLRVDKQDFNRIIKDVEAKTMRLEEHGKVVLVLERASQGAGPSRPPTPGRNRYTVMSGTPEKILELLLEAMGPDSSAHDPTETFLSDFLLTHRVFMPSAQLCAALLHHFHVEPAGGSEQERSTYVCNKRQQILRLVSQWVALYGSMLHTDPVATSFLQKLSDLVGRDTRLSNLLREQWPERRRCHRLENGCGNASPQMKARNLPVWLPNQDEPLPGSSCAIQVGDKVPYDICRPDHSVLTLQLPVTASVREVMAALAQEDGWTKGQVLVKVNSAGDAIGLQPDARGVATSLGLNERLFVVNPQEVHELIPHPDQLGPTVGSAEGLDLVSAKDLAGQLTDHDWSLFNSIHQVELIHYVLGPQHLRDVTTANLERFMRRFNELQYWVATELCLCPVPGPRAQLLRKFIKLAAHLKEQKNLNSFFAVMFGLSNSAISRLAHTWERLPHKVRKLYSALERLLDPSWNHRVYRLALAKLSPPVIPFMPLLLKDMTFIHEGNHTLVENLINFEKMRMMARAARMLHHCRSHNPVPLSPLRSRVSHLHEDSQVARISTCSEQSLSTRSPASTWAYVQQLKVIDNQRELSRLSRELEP
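Normalized to 6.5 mM cAMP, activity reflects EPAC1-catalysed release of BODIPY-GDP from Rap1B, followed kinetically over 30 min at 480 nm excitation, 540 nm emission. Reaction contained 100 nM EPAC1, 250 nM Rap1B-BODIPY-GDP, 50 uM GDP.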
FUS yeast rescue: qHTS for Suppressors of FUS Proteinopathy: Primary screen using FUS-linked yeast assay | S. cerevisiae FUS-expressing, growth rescue, OD600, 24 h | Potency, µM (titrated, usually from 76.6 µM), inactives show top-dose growth rescue (activation), hits mostly activators | actives 0.24% (n = 390,000);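 also: potency is read from the fitted curve at half-maximal effect; plate controls were DMSO vehicle for no effect and reference control for full effect; nearly all actives have a fitted effect of over 55% in size; some results filed as inactive show a strong effect at the top dose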
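Yeast expressing FUS under galactose induction, OD 0.005 in 2% galactose medium; compounds in a dilution series, 24 h at 30C. Growth rescue by absorbance at 600 nm; CP55940 positive control, DMSO negative.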
aSyn yeast inh: qHTS of alpha-syn Inhibitors; Potency, µM (series often up to 46.1 µM), inactives show at the top dose growth rescue (activation), hits mostly activators; Yeast expressing alpha-synuclein, growth rescue, BacTiter-Glo, 24 h; actives 0.14% (n = 370,000); also: potency is read from the fitted curve at half-maximal effect; % of control where 0% means no effect; nearly all actives have a fitted effect of over 65% in size
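Rescue of yeast growth: cells expressing toxic alpha-synuclein, induced in galactose at OD600 0.02, incubated with compound 24 h at 30 C. ATP luminescence quantified growth; inhibitors of toxicity appear as activators.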
WRN helicase inh: qHTS for Inhibitors of WRN Helicase. Bifunctional 3'-5' exonuclease/ATP-dependent helicase WRN (Homo sapiens), Q14191. WRN helicase unwinding, fluorescent forked duplex, kinetic. Potency, µM (titrated, usually from 114 µM), inactives show top-dose activity change, negative = inhibition, actives largely listed as inhibitors. actives 0.46% (n = 360,000). AID 651768, 2012; also: potency is read from the fitted curve at half-maximal effect; % is scaled to controls: 0 for no effect and ±100 for the full control effect; nearly all actives have a fitted effect of over 55% in size
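Fluorescence dequenching readout, ex 525 nm/em 598 nm, kinetic mode: forked duplex DNA (100 nM final) with adjacent fluorophore and quencher unwound by WRN (20 nM final) with 2 mM ATP. Compound preincubation 15 min, room temperature.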
Abeta rescue: qHTS for compounds that reverse cellular toxicity of Amyloid beta (A-beta) peptide in yeast: Primary Screen. Potency, µM (doses to about 46.1 µM), for the others: at the top dose growth rescue, usual class: activators. actives 0.063% (n = 410,000). AID 1347071, 2019. yeast expressing A-beta42, growth rescue, OD600, 48 h; response scale: 0% DMSO, 100% iron-clioquinol control; also: potency is read from the fitted curve at half-maximal effect; nearly all actives have a fitted effect of over 55% in size
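Yeast growth medium received pinned compounds, then yeast cells expressing toxic A-beta were added; plates incubated at 30 C for 48 hr. Growth read as absorbance at 600 nm, normalized to DMSO and equimolar FeCl3 plus clioquinol controls.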
EPAC1 antagonist: qHTS for Antagonist of cAMP-regulated guanine nucleotide exchange factor 3 (EPAC1): primary screen; Rap guanine nucleotide exchange factor 3 (Homo sapiens), O95398; EPAC1 GEF assay, Rap1b-BODIPY-GDP exchange fluorescence; Potency, µM (doses to about 115 µM), without a hit: at the highest dose activity change, negative = inhibition, most hits filed as inhibitors; actives 0.14% (n = 360,000);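 also: potency is read from the fitted curve at half-maximal effect; plate controls were vehicle for no effect and positive control for full effect; nearly all actives have a fitted effect of over 50% in size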
* hit, by the source's call; ? = inconclusive; . = no result given; & = joins results of further samples; [ ] = another dose, or the depositor's remark. Unless noted, calls follow the shape of the dose curve; as a rule, active = well fitted curve in the direction sought with a large enough effect; inconclusive = small, poorly fitted or top-dose-only effect, or another doubt; inactive = no such curve, though single readings can be large; an effect the other way counts as inactive or inconclusive.

SMILES	IL-2 act	PI5P4Ka inh	PLK1 PBD inh	EPAC1 ag	FUS yeast rescue	aSyn yeast inh	WRN helicase inh	Abeta rescue	EPAC1 antagonist
CCOc1cc(C2NC(=O)N(C)C(C)=C2C(=O)OC)cc(Br)c1O (stereo not drawn)	2.4	0	0%	9%	11%	-2%	-2%	15%	3%
Cc1cc(C)c(C#N)c(SCc2ccc(C(=O)O)cc2)n1	1.5	0	-14%	2%	11%	5%	7%	-13%	15%
CC(=O)Nc1ccc(C(=O)OCC(=O)c2cccc([N+](=O)[O-])c2)cc1	1.1	1	-3%	-5%	15%	-8%	-24%[57.1 µM]	21%	-7%
O=C(O)CSc1nnc(COc2cccc3ccccc23)n1Cc1ccccc1	-2.1	-13	-16%	-2%	11%	-6%	0%[57.1 µM]	0%	?
O=C(CN1CCSC1=NCc1ccccc1)c1ccc(Cl)c(Cl)c1	-1.2	-9	-16%	7%	47%	-4%	-6%	18%	14%
N#Cc1ccc(CSc2nnc(-c3cnccn3)o2)cc1	-0.4	-2	-4%	-6%	21%	0%	14%	8%	13%
CCN(CC)CC(C)(C)NS(=O)(=O)c1ccc(Cl)cc1	0.0	.	1%	1%	-13%	-5%	-10%	21%	-1%
Cc1ccc(C(=O)CC(C(=O)O)P(=O)(c2ccccc2)c2ccccc2)cc1 (stereo not drawn)	0.5	-1	-27%	2%	22%	11%	-35%	-7%	12%
CCCCNc1ncnc2c1nnn2Cc1ccccc1Cl	-0.4	-3	3%	4%	-16%	1%	-1%	-5%	17%
COc1cc2ccccc2cc1C(=O)N1CCN(c2ccccc2O)CC1	2.0	-1	0%	-3%	?	1%	3%	-6%	-23%
CN(CCOCCOc1ccc(F)cc1)Cc1ccccc1	-0.4	-1	-18%	8%	-21%	-2%	-2%	20%	-12%
CCC(=O)OC1CC(C)N(C(=O)c2ccccc2)c2ccc(C)cc21 (stereo not drawn)	0.4	-4	-1%	-7%	26%	1%	3%	-9%	-5%
Cc1[nH]c2ccccc2c1C(=O)COC(=O)C1CCC(=O)N1 (stereo not drawn)	-2.3	-5	1%	7%	-22%	2%	-17%	14%[9.22 µM]	-8%
CC(=O)Nc1ccc(-n2nnnc2SCC(=O)Nc2cccc(NC(=O)c3ccco3)c2)cc1	-1.8	3	-14%	8%	9%	-6%	9%	5%	-21%
O=C1CC(c2cccc(F)c2)c2c(c3ccccc3[nH]c2=O)O1 (stereo not drawn)	0.0	-8	-9%	5%	46%	-1%	-20%	-7%	-2%
CCn1c(SCC(=O)Nc2ccc(C)cc2)nnc1-c1cnccn1	-1.7	0	2%	-4%	7%	8%	6%	-5%	13%
COc1ccccc1NC(=O)Nc1ccccc1C(N)=O	1.0	1	-4%	3%	-26%	13%	-7%	-9%	3%
COCCNC(=S)NNc1ccc(Cl)c(C(=O)O)c1	-1.5	-1	27µM*	4%	-15%	-10%	-12%	-13%	-13%
COc1ccc(NC(=O)NNC(=O)c2ccc(Cl)cc2Cl)cc1OC	-0.4	-7	-9%	8%	10%	1%	5%	6%	2%
CC(=O)c1ccc(N2CCN(C(=O)C(=O)c3cn(CC(=O)N4CCOCC4)c4ccccc34)CC2)cc1	-2.7	1	-9%	6%	-2%	-4%	3%	-5%	8%
CCOC(CC(=O)NNC(=O)c1c(-c2c(Cl)cccc2Cl)noc1C)OCC	-0.1	-6	-5%	-3%	38%	1%	-11%	-7%	8%
CCOC(=O)c1c(NC(NC(C)=O)C(Cl)(Cl)Cl)sc2c1CCCC2 (stereo not drawn)	0.5	2	-27%	0%	?	-5%	-4%	16%	-18%
Cc1ccc(/C=N/NC(=O)CN(Cc2ccccc2)S(=O)(=O)c2ccc3c(c2)OCCO3)cc1	-4.1	12	-13%	16%	.	13%	-15%	-4%	-4%
CCOC(=O)COc1ccc2c(=O)c(-c3ccc(OC)c(OC)c3)c(C(=O)OCC)oc2c1	0.0	0	-1%	13%	15%	7%	-5%	12%	?
Fc1ccc(CSc2ncnc3c2oc2ccccc23)cc1	0.4	26	-7%	10%	.	-2%	4%	-6%	3%
Cc1noc(C)c1COc1cccc(C(=O)NCc2cccc(Cl)c2)c1	0.1	-3	-20%	13%	20%	1%	2%	-10%	0%
O=C(COC(=O)/C=C/c1cccc(F)c1)Nc1ccc(Cl)cn1	0.3	-6	-3%	5%	6%	-5%	-16%	11%	-3%
C=CCN(c1ccccc1OC)S(=O)(=O)c1cccc(C(=O)OCC(=O)c2c(N)n(C)c(=O)n(C)c2=O)c1	-2.7	-1	-1%	3%	.	11%	-9%	10%	-2%
Cc1[nH]n(-c2ccccc2)c(=O)c1/C=N/c1nn[nH]n1	-0.4	8	24µM*	6%	-11%	-11%	-10%[57.1 µM]	-28%	1%
NC(=O)N/N=C/C=C/c1ccccc1	2.3	-3	-13%	-2%	39%	-19%	-1%	1%	2%
Cc1cc(C)cc(NC(=S)/N=C(\N)Nc2nc(C)c3ccccc3n2)c1	1.0	1	3%	-6%	.	0%	15%	21%	-13%
COc1ccc(CNC(=O)[C@@H](NC(=O)C2CCN(C(=O)[C@@H](N)Cc3ccccc3)CC2)C(C)C)cc1	1.0	8	2%	-19%	-19%	0%	7%	-3%	22%
N#C/C(=C(/O)c1ccc(C(=O)c2ccccc2)cc1)c1nc2ccccc2[nH]1	0.8	10	-5%	4%	-10%	8%	-9%	11%	-5%
Nc1cc(=O)[nH]c(SCC(=O)N2CCC(Cc3ccccc3)CC2)n1	1.8	-13	-1%	-5%	?	6%[1.84 µM]	2%	4%	7%
CCN(CC(=O)NCc1ccc(Cl)cc1)Cc1cc(=O)n2ccsc2n1	0.5	-16	?	-6%	-7%	-6%	-8%	-15%	4%
Cc1ccc(S(=O)(=O)NC2(C(F)(F)F)NC(=O)N(c3ccc(F)cc3)C2=O)cc1 (stereo not drawn)	0.0	-2	-6%	-13%	9%&9%	-5%	5%	-10%&-17%	-5%
Cc1ccc2nc(SCC(=O)Nc3nonc3C)[nH]c2c1	-2.1	-7	-6%	-3%	0%	-3%	-8%	-7%	9%
O=C(N/N=C/c1ccccc1O)c1ccncc1	-0.5	0	-7%	-7%	-27%	-9%	-1%	-22%	-24%
Cc1cc(C(=O)NC(C)C2CCCO2)cs1 (stereo not drawn)	1.4	.	1%	-1%	1%	-9%	6%	7%	10%
CCOC(=O)c1c(C)nc2c(c(SC)nn2-c2ccccc2)c1N	0.4	26	-9%	2%	29%	9%	-6%	1%	-6%
CC1(C(=O)Nc2ccccc2)CCN1C(=O)C1(c2ccc(Cl)cc2)CC1 (stereo not drawn)	0.4	-3	1%	-9%	12%	9%	-6%	12%	-15%
CCc1ccccc1NC1=CC(=O)CC(C)(C)C1	2.7	-3	-14%	14%	13%	2%	2%	0%	0%
CCOc1ccc(NC(=O)CN(C)C(=O)c2cc(C)on2)cc1OCC	0.2	-3	3%	-12%	9%	0%	2%	-8%	8%
O=C(Nc1ccncc1)c1ccc2ncsc2c1	-0.8	-20	-21%	?	7%	-5%	-23%	-11%	-10%
O=C(NCCc1ccccc1)C(NS(=O)(=O)c1cccc2nsnc12)c1ccccc1 (stereo not drawn)	-1.1	3	-15%	-1%	24%	5%	-7%	?	-10%
Cc1cc(Cl)ccc1NC(=S)NCc1ccccc1Cl	-0.3	12	0%	13%	-4%	0%	-11%	-40%[inhibitor]	0%
CC(C)CC1C(=O)N(Cc2cn(CCC3OCCCO3)nn2)CCS(=O)(=O)N1Cc1ccc(-c2ccc(Cl)cc2)cc1 (stereo not drawn)	-1.8	-2	1%	-6%	36%	-1%	1%	7%	0%
COc1ccccc1CNCC(=O)Nc1ccc(N2CCOCC2)cc1	-3.9	1	?	12%	15%	3%	2%	-4%	4%
CC(C)(C)Cc1c(-c2ccco2)nc2ccc(Cl)cn12	0.4	-8	-2%	-9%	-13%	?	-2%	-21%	-18%
Cc1cc(Br)cn2c(Cc3cccc(F)c3)c(-c3ccc(F)cc3)nc12	-0.5	13	1%	0%	13%	5%	-9%	-16%	6%
CC(C)CC(=O)N=Nc1c(O)[nH]c2ccccc12	2.2	-12	-16%	13%	-13%	-8%	-5%	-3%	-1%
CCOc1ccc(N=CC2=C(O)CC(c3ccco3)CC2=O)cc1 (stereo not drawn)	0.7	7	-4%	1%	.	-4%	-5%	-17%	-16%
N#CCCNC(=O)CCN1CCCCC1	-0.3	-5	-3%	8%	-27%	2%	-17%	9%	-10%
CN(CC(=O)Nc1ccc(F)c(F)c1F)C(=O)Cc1ccc2c(c1)OCCO2	-1.1	-5	-6%	-10%	3%	4%	-15%	5%	10%
CC1CN(C2CCCCC2)c2nc3c(c(=O)[nH]c(=O)n3C)n2C1 (stereo not drawn)	-2.2	-14	-25%	-3%	8%	-1%	-22%[57.1 µM]	10%	8%

3 compounds from above, arranged by their value in WRN helicase inh, falling.
| compound | WRN helicase inh |
| --- | --- |
| Cc1cc(Br)cn2c(Cc3cccc(F)c3)c(-c3ccc(F)cc3)nc12 | -9% |
| CN(CC(=O)Nc1ccc(F)c(F)c1F)C(=O)Cc1ccc2c(c1)OCCO2 | -15% |
| N#CCCNC(=O)CCN1CCCCC1 | -17% |

Assay outcomes as filed in PubChem BioAssay.
